Compound activity as filed in PubChem.
N370S GC = qHTS Assay for Inhibitors and Activators of N370S glucocerebrosidase as a Potential Chaperone Treatment of Gaucher Disease; AID 2101, 2009; 0.092% of 330,000 active; Potency, µM (titrated, usually from 59.4 µM), for the others: at the top dose activity change, negative = inhibition, most hits filed as inhibitors; N370S GC spleen homogenate, 4MU-glucoside fluorescence;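 further: 0% = full enzyme activity and -100% = no enzyme basal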
GCN5L2 inh = qHTS Assay for Inhibitors of GCN5L2; Histone acetyltransferase KAT2A (Homo sapiens), Q92830; GCN5L2 HAT assay, ThioGlo1 CoA-SH fluorescence; Potency, µM (series often up to 58.9 µM), inactives show at the top dose activity change, negative = inhibition, most hits filed as inhibitors; 0.21% of 390,000 active; AID 504327, 2011
Target sequence (Q92830 whole entry, looked up): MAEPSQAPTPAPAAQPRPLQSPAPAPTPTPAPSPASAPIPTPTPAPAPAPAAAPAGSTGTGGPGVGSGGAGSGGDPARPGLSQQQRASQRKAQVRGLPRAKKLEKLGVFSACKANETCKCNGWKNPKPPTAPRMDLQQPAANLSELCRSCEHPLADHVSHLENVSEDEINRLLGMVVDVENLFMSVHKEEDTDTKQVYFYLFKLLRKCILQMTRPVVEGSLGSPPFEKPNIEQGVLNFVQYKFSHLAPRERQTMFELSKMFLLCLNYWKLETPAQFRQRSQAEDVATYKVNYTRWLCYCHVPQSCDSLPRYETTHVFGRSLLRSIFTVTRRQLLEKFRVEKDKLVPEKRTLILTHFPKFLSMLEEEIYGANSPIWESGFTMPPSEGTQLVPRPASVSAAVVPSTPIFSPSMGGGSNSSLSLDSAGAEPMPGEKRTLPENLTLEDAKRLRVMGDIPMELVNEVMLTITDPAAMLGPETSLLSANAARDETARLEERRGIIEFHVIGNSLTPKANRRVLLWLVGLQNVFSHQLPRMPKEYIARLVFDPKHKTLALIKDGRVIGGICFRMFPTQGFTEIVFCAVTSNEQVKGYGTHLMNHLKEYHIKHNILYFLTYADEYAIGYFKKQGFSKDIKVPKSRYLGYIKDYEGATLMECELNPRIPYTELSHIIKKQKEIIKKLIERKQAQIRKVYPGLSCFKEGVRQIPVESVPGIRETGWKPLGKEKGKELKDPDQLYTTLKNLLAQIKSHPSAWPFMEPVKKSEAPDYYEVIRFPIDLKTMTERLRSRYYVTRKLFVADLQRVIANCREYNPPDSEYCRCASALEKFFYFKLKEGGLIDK
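ThioGlo1-coupled HAT assay: 20nM GCN5L2, 70uM acetyl-CoA, 75uM H3(1-25) peptide, pH 7.5. Fluorescence read at 340/540nm at start and after 20 min at room temperature.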
FEN1 inh = qHTS Assay for the Inhibitors of Human Flap endonuclease 1 (FEN1). Recombinant FEN1 flap cleavage, fluorescence, 15 min. P39748. 0.35% of 390,000 active. Potency, µM (highest dose often 114 µM), for the others: top-dose activity change, negative = inhibition, most hits filed as inhibitors; further: nearly all actives have a fitted effect of over 65% in size
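Read-out was taken twice, immediately and after 15 min, following addition of 50 nM substrate to 10 nM FEN1 that had sat with test compound for 15 min at room temperature. Curves came from a four-parameter Hill model.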
Active calls of the source: *; ? = inconclusive; . = not tested or not shown; & = joins results of further samples; [ ] = another dose, or the depositor's remark. The call rests on the fitted dose curve; in most records, active means well fitted curve in the direction sought with a large enough effect; inconclusive means small, poorly fitted or top-dose-only effect, or another doubt; inactive means no such curve, though single readings can be large; an effect the other way counts as inactive or inconclusive. Unless noted, on the % scale 0 is the no-effect control and ±100 the full control effect; potency means the concentration at half of the fitted maximal effect.

[1] COc1ccc(S(=O)(=O)N2CCCC(C(=O)O)C2)cc1 (stereo not drawn)
[2] CCC(C)(C(=O)NC1CCCC1)N(C(=O)Cc1cccs1)c1c(C)n(C)n(-c2ccccc2)c1=O (stereo not drawn)
[3] Cc1cccc(NC(=O)CCCN2C(=O)C(c3ccccc3)Oc3cccnc32)c1C (stereo not drawn)
[4] CCOC(=O)C1CCN(C(=O)C2CCN(c3nnc(-n4cccc4)s3)CC2)CC1
[5] CCOC(=O)c1sc(NC(=O)c2cccc(S(=O)(=O)N3c4ccccc4CC3C)c2)cc1C (stereo not drawn)
[6] CC(C)CNC(=O)NC(=O)COC(=O)c1ccccc1Sc1ccc(C(F)(F)F)cc1[N+](=O)[O-]

assay / entry	1	2	3	4	5	6
N370S GC	-2%	-24%	1%	2%	18%	29%
GCN5L2 inh	-3%	-3%	-12%	-5%	2%	-2%
FEN1 inh	0%	-5%	23%	-9%	-8%	-25%

[7] COc1ccc(/C=C\c2onc(C)c2S(=O)(=O)N2CCC(C(=O)Nc3ccc(C)cc3C)CC2)cc1
[8] COc1cc(C2CC(=O)c3c([nH]c(C(=O)OC4CCCCC4)c3C)C2)cc(OC)c1OC (stereo not drawn)
[9] Cc1ccc2[nH]c(=O)c(CN(CCc3ccccc3)Cc3nnnn3CC3CCCO3)cc2c1 (stereo not drawn)
[10] O=C(NNC(=O)c1cc(-c2ccccc2)n(-c2ccccc2)n1)c1cccc([N+](=O)[O-])c1
[11] CCCNC(=O)c1ccc(N2CCC3(CC2)CC(c2ccccc2)=NO3)c(NC(=O)Cc2ccc(F)cc2)c1
[12] Cc1ccc(C)c(N2CCN(S(=O)(=O)c3cc(C(=O)Nc4ccccc4C(F)(F)F)ccc3F)CC2)c1

assay / entry	7	8	9	10	11	12
N370S GC	.	.	13%	-1%	-15%	.
GCN5L2 inh	0%	-8%	1%	-11%	0%	3%
FEN1 inh	14%	-21%	-1%	-1%	8%	-15%

[13] Cc1occc1C(=O)N1CCCC(Nc2ccc(F)c(F)c2)C1 (stereo not drawn)
[14] COc1ccc(N2CCN(C(=O)c3ccccc3NS(=O)(=O)c3ccc(C)cc3)CC2)cc1
[15] Cc1cc(C)c(C#N)c(N2CCC(C(N)=O)CC2)n1
[16] C=CCNC(=S)Nc1ccc(N2CCOCC2)c(S(=O)(=O)Nc2ccccc2Cl)c1
[17] CCOC(=O)c1ccc(NC2=CC(c3ccc(OCC)cc3)N(c3ccc(C(=O)OCC)cc3)C2=O)cc1 (stereo not drawn)
[18] COc1ccc(S(=O)(=O)N(Cc2ccccc2)Cc2nc3ccccc3c(=O)[nH]2)cc1

assay / entry	13	14	15	16	17	18
N370S GC	-8%	-5%	10%	-6%	.	0%
GCN5L2 inh	-3%	-1%	-1%	0%	-4%	-1%
FEN1 inh	-4%	7%	-4%	2%	-11%	-13%

[19] CC(CCc1ccccc1)NC(=O)COC(=O)c1cccnc1Cl (stereo not drawn)
[20] CCCn1c(SCC(=O)Nc2cccc(C(=O)OCC)c2)nnc1-c1ccoc1C
[21] CCCc1c(C(=O)Nc2ccc(F)cc2)cnn1-c1ccccc1
[22] CCN(CC)c1ccc(/C=C(\C#N)C(=O)c2ccc(Br)cc2)cc1
[23] O=C(Cc1n[nH]c(=O)c2ccccc12)NC(c1ccccc1)c1ccccc1
[24] COc1ccc(C2(C)NC(=O)N(CC3CCCCC3)C2=O)cc1 (stereo not drawn)

assay / entry	19	20	21	22	23	24
N370S GC	.	-3%	2%	9%	12%	-17%
GCN5L2 inh	0%	-11%	-4%	-8%	-1%	-3%
FEN1 inh	2%	16%	-4%	?	1%	-4%

[25] COc1cc(OC)cc(-c2cc3nc(C)c(CCC(=O)NCCc4cccc(C)c4)c(C)n3n2)c1
[26] Cc1ccc(Cl)cc1N1CCN(S(=O)(=O)c2c(C(=O)N3CCOCC3)c(C)n(C)c2C)CC1
[27] O=C(Nc1ccc(Oc2ccccc2)cc1)C1CCCO1 (stereo not drawn)
[28] CC(C)Cn1c(C2CC(=O)N(c3ccccc3Cl)C2)nc2ccccc21 (stereo not drawn)
[29] COC(=O)c1ccc(C)c(NC(=O)c2nn(C)c(=O)c3ccccc23)c1
[30] COc1ccc(S(=O)(=O)N2CCCN(CC(=O)Nc3ccc(OC)cc3OC)CC2)cc1

assay / entry	25	26	27	28	29	30
N370S GC	.	-23%	10%[2.35 µM]	.	2%	.
GCN5L2 inh	-5%	-6%	-1%	-6%	2%	0%
FEN1 inh	2%	4%	-16%	15%	-12%	-6%

[31] Cc1cccc(-n2ncc3c(NCc4ccco4)ncnc32)c1
[32] Cc1ccc(NC(=O)COc2ccccc2[N+](=O)[O-])nc1
[33] O=C(NCCc1c[nH]c2ccccc12)OCCSS(=O)(=O)O
[34] CCCSc1nc2sc3c(c2c(=O)n1-c1ccc(C)c(Cl)c1)CCN(C(C)=O)C3
[35] Cc1nc2c(cc1NC(=O)C(C)(C)C)nc(C)n2Cc1ccccc1
[36] Nc1nc(Cl)nc2c1ncn2[C@H]1C[C@H](O)[C@@H](CO)O1

assay / entry	31	32	33	34	35	36
N370S GC	9%	17%	-3%	.	2%	6%&3%&-4%
GCN5L2 inh	1%	-10%	-1%	-9%	-3%	-2%&2%&0%
FEN1 inh	-16%	3%	-1%	-6%	-5%	14%

[37] CCN(C(=O)CSc1ccccn1)C1CCCCC1
[38] COc1cccc(NC(=S)N(CCCN2CCOCC2)C(C)c2cc3ccccc3o2)c1 (stereo not drawn)
[39] CN(CC(=O)Nc1cccc(F)c1)CC(=O)Nc1cccc([N+](=O)[O-])c1
[40] C=CCN(C(=O)CCC(=O)Nc1cc(C)on1)C(C(=O)NC1CCCC1)c1ccc(OC)c(OC)c1 (stereo not drawn)
[41] CCOc1ccc(-c2c(C(=O)N/N=C/c3ccccc3)nnn2-c2nonc2N)cc1
[42] O=C(COC(=O)Cc1c(F)cccc1Cl)NC1CCS(=O)(=O)C1 (stereo not drawn)

assay / entry	37	38	39	40	41	42
N370S GC	.	-32%	-14%	0%	-9%	-20%
GCN5L2 inh	2%	-6%	-2%	-8%	-2%	-4%
FEN1 inh	-16%	5%	2%	1%	-9%	-3%

[43] Cc1ccc(C(=O)/C=C2\NCC(C)NC2=O)cc1 (stereo not drawn)
[44] CCOC(=O)c1c(-c2ccccc2)csc1NC(=O)c1ccc(S(=O)(=O)N2CCOCC2)cc1
[45] CC(=O)NCCNc1ccc([N+](=O)[O-])cn1
[46] N#C/C(=C\c1c(Cl)cccc1Cl)c1nc2ccccc2[nH]1
[47] CCOC(=O)C1(CC2CCCCO2)CCN(S(=O)(=O)c2c(C)nn(C)c2C)CC1 (stereo not drawn)
[48] O=C(CN1c2ccccc2Sc2ccccc21)N/N=C/c1ccc([N+](=O)[O-])cc1

assay / entry	43	44	45	46	47	48
N370S GC	-5%	-9%	-3%	0%	4%	-7%
GCN5L2 inh	-12%	2%	-4%	-3%	2%	-20%
FEN1 inh	-2%	3%	-2%	-16%	-4%	-10%

[49] CCc1c(C)nc2ncnn2c1N1CCCC(C(=O)Nc2cc(F)ccc2C)C1 (stereo not drawn)
[50] CCCCOc1ccc(C2C(=O)N(C3CCCCC3)CC(=O)N2C2CCCCC2)cc1 (stereo not drawn)
[51] COc1ccc2c(c1)n([O-])c1c([n+]2=O)CCC1
[52] OCc1ccccc1N=Cc1cccnc1
[53] Cc1nonc1OCCNCc1c(C(=O)N2CCCCCCC2)nc2ccc(Cl)cn12
[54] COc1cc(CCCN2C(=S)NC[C@@H]2CC2CCCCC2)cc(OC)c1OC

assay / entry	49	50	51	52	53	54
N370S GC	7%	.	-21%	-2%	-22%	-10%
GCN5L2 inh	2%	-26%	-12%	1%	-5%	-3%
FEN1 inh	1%	22%	9%	8%	-3%	22%

[55] CC1CN(S(=O)(=O)c2cccc(C(=O)N(C)C3CCN(C)CC3)c2)CC(C)O1 (stereo not drawn)
[56] O=C(Cc1ccc(NS(=O)(=O)c2ccc(Cl)c(Cl)c2)cc1)NCCN1CCOCC1
[57] COC(=O)N1CCC2(CCCN(Cc3nccs3)C2)CC1
[58] Cc1ccc(CC(=O)Nc2ccccc2N2CCOCC2)cc1C
[59] O=C(NCCc1ccccc1F)C(=O)Nc1nccs1
[60] O=C(CCCN1C(=O)/C(=C\c2cccs2)SC1=S)Nc1cccc(C(=O)O)c1

assay / entry	55	56	57	58	59	60
N370S GC	.	-20%	27%	5%	9%	?
GCN5L2 inh	2%	-7%	-2%	-2%	0%	-19%
FEN1 inh	14%	4%	.	6%	-1%	3%

[61] CCn1c(Cc2ccccc2)nnc1SCc1nc2ccccc2c(=O)[nH]1
[62] COc1ccccc1Oc1ccc2c(c1)C(=O)N(CC(=O)O)C2=O
[63] Cc1ccc(C)c(Cn2c(C)nc3c(sc(=S)n3-c3ccccc3)c2=O)c1
[64] COc1ccc(N2C(=O)CC(c3ccc([N+](=O)[O-])cc3)C2=O)cc1 (stereo not drawn)
[65] CCOc1ccccc1C=Nc1ccccc1C(=O)Nc1ccccc1
[66] CCOc1ccc(-c2nnn(CC(=O)c3ccc4c(c3)OCCO4)n2)cc1OCC

assay / entry	61	62	63	64	65	66
N370S GC	6%	-9%	15%	-6%	?	4%
GCN5L2 inh	-26%	-5%	1%	-2%	-5%	-7%
FEN1 inh	0%	-1%	-1%	-6%	-1%	7%

[67] Cc1ccc(C(=O)NCCC(=O)N2CCC3(CC2)NCCc2[nH]cnc23)cc1C
[68] Cc1n[nH]c(=O)[nH]c1=O
[69] CC(=O)Nc1cccc(/C(C)=N/NC(=O)c2ccc(Cl)cc2Cl)c1
[70] CCC12CN3CCN(CC(C3)/C1=N\NC(=O)c1ccc(Cl)cc1)C2
[71] O=C(O)c1ccc(NC(=O)c2cccc(C(=O)Nc3ccc(C(=O)O)cc3)n2)cc1
[72] O=C(c1ccco1)N1CCN(S(=O)(=O)c2ccc(Cl)cc2)CC1

assay / entry	67	68	69	70	71	72
N370S GC	-4%	12%[21.6 µM]	2%	-3%	-18%	-3%
GCN5L2 inh	2%	-24%[21.4 µM]	-11%	-8%	-13%	-6%
FEN1 inh	3%	.	5%	-5%	-1%	1%

[73] COC(=O)c1cc(OC)c(OC)cc1NC(=S)NC(=O)c1ccco1
[74] Cc1ccc(-n2nc(C(=O)NCc3ccco3)c3c4ccccc4n(C)c3c2=O)cc1
[75] COC(=O)c1cc2c(C)[nH]c(C)c2cc(C(=O)OC)c1=O
[76] CC(C(=O)OCC(=O)c1ccccc1)N1C(=O)c2ccccc2C1=O (stereo not drawn)
[77] CCCCn1c(-c2ccccc2C)nc2cc3[nH]c(=O)c(C(C)C)nc3cc21
[78] CC(C)N1CCN(Cc2ccc(Oc3ncccn3)cc2)CC1CCO (stereo not drawn)

assay / entry	73	74	75	76	77	78
N370S GC	-1%	4%	-6%	13%	?	3%
GCN5L2 inh	-18%	-3%	-5%	-6%	-15%	0%
FEN1 inh	15%	9%	-18%	6%	-10%	5%

Rewritten field by field: entries from further up
(76) CC(C(=O)OCC(=O)c1ccccc1)N1C(=O)c2ccccc2C1=O (stereo not drawn)
- N370S GC: 13%
- GCN5L2 inh: -6%
- FEN1 inh: 6%
(77) CCCCn1c(-c2ccccc2C)nc2cc3[nH]c(=O)c(C(C)C)nc3cc21
- N370S GC: ?
- GCN5L2 inh: -15%
- FEN1 inh: -10%
(78) CC(C)N1CCN(Cc2ccc(Oc3ncccn3)cc2)CC1CCO (stereo not drawn)
- N370S GC: 3%
- GCN5L2 inh: 0%
- FEN1 inh: 5%

(continued)
[79] COc1cc2cnc(-c3ccccc3)c(-c3ccc(C(F)(F)F)cc3)c2cc1OC
[80] Cc1c(C(=O)N(C)C)sc2c1c(=O)n(-c1ccc(Cl)c(Cl)c1)c(=O)n2CC(=O)Nc1ccc(Br)cc1F
[81] CN(CC(=O)Nc1cc(Cl)ccc1C#N)C1CCS(=O)(=O)C1 (stereo not drawn)
[82] Cc1ccc(NC(=O)COc2ccc(N(C)C(=O)C(C)(C)C)cc2)cc1S(=O)(=O)N1CCCCC1
[83] O=C(N/N=C/C=C/c1ccccc1)c1cc(C2CC2)[nH]n1
[84] CCCCn1c(SCc2ccccc2C)nc2ccsc2c1=O
[85] O=C1NCC(=O)N2C(c3ccccc3)c3[nH]c4ccccc4c3C[C@@H]12 (stereo partly drawn)
[86] Cc1ccc(S(=O)(=O)N2CCOCC2)cc1C(=O)Nc1ccc(S(=O)(=O)Nc2nccs2)cc1

assay / entry	79	80	81	82	83	84	85	86
N370S GC	.	.	.	.	0%	.	2%	-6%
GCN5L2 inh	-19%	-7%	2%	-5%	-10%	-4%	-4%	-4%
FEN1 inh	-35%	2%	-8%	-14%	2%	-15%	-12%	-13%
